# USP2a block: USP2a (human) protease inhibition | O75604 | USP2 core, Ub-CHOP2 coupled fluorogenic reporter, 485/531 | Potency, µM (top dose mostly 38.3 µM), without a hit: at the highest dose activity change, negative = inhibition, most hits filed as inhibitors | 330,000 compounds, 0.01% hits | AID 463254;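 also: potency is read from the fitted curve at half-maximal effect; plate controls were DMSO wells for no effect and full inhibition by NEM control for full effect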
#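 USP2 core (10nM final) preincubated 30min RT with compound in 20mM Tris-HCl pH 8.0, 2mM CaCl2, 2mM beta-mercaptoethanol, 0.05% CHAPS; 25nM Ub-CHOP2 plus 25nM reporter substrate added, fluorescence (Ex485/Em531) read after 60min.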
# Coupling enz: inhibits coupling enzyme system, counter-screen for aldolase hits. 290,000 compounds, 0.67% hits. coupling enzyme system counterscreen, AmpLite Red fluorescence. activity change, negative = inhibition, % at 58.2 µM, hits read low; in the data active = activity change below about -30%; also: % is scaled to controls: 0 for no effect and ±100 for the full control effect
#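 Activity here indicates interference with the coupling reaction, not aldolase inhibition. Compounds at 57.5 uM final met coupling enzymes for 10 min at RT; substrate and AmpLite Red detection followed, with a 525/598 nm fluorescence read after 20 min.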
# hERG WT inh: inhibitors of human wildtype KCNH2 potassium channel; Q12809; U2OS, BacMam KCNH2, thallium flux FluxOr; hits give low values; activity change, % at 1.84 µM; 340,000 compounds, 0.37% hits; AID 720551;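 active = maximum activity change below -70%; inconclusive = maximum activity change between -70% and -50%; inactive = maximum activity change above -50%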; also: % is scaled to controls: 0 for no effect and ±100 for the full control effect
#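 U2OS cells transduced with wild-type KCNH2 virus are loaded with FluxOr dye for 45 min, and thallium flux is measured in kinetic reads before and after stimulation buffer. Rate constants are normalized to DMSO controls.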
# MLL CXXC-DNA inh: blocks binding of human MLL CXXC domain to DNA; Q03164; MLL-CXXC / FITC-HOXA9 DNA fluorescence polarization; Potency, µM (series often up to 115 µM), without a hit: at the top dose activity change, negative = inhibition, most hits filed as inhibitors; 290,000 compounds, 0.037% hits; active = well fitted inhibition curve with a large enough effect in the polarisation, with a control signal flat, not every such curve was filed as active; inconclusive = small, poorly fitted or top-dose-only effect, or effect the other way, or a change in a side signal; inactive = no such curve, though single readings can be large or run the other way; the % refers to the polarisation; also: potency is read from the fitted curve at half-maximal effect
#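 Fluorescence polarization: 7 uM MLL-CXXC (stock) preincubated 5 min with compounds, then 50 nM fluorescein-HOX-A9 DNA (stock) added; 30 min ambient. Buffer 50 mM Tris-HCl pH 7.5, 50 mM NaCl, 1 mM DTT, 0.05% BSA.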
# B2AR arrestin: recruits beta-arrestin to the human beta2-adrenergic receptor. 330,000 compounds, 0.02% hits. P07550. beta-arrestin recruitment to beta2AR, cell-based reporter. Potency, µM (top dose mostly 46.1 µM), inactives show top-dose activation, usual class: activators;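 also: potency is read from the fitted curve at half-maximal effect; 0% = DMSO controls and full agonism = EC100 isoproterenol or metaproterenol; nearly all actives have a fitted effect of over 65% in size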
# GALK inhibitor: inhibitors of human galactokinase | P51570 | Purified GALK, Kinase-Glo residual ATP luminescence | Potency, µM (series often up to 57.5 µM), for inactives: at the highest dose activity change, negative = inhibition, hits mostly inhibitors | 270,000 compounds, 0.007% hits | AID 1868; also: potency is read from the fitted curve at half-maximal effect; % is scaled to controls: 0 for no effect and ±100 for the full control effect
#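 ATP-depletion format; final 35 uM ATP, 100 uM D-galactose, 5 nM enzyme; pH 8.0 HEPES/Mg2+ buffer; 60 min RT; luminescence read 10 min after detection reagent.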
# Menin MLL FP TR: inhibitors of human menin-MLL interaction, mutant MLL peptide; O00255; Menin + Texas Red MLL mutant peptide, fluorescence polarization; Potency, µM (doses to about 61.6 µM), without a hit: at the highest dose FP activity change, negative = inhibition, usual class: inhibitors; 270,000 compounds, 0.23% hits; AID 1768; active = well fitted inhibition curve with a large enough effect in the polarisation, with a control signal flat, not every such curve was filed as active; inconclusive = small, poorly fitted or top-dose-only effect, or effect the other way, or a change in a side signal; inactive = no such curve, though single readings can be large or run the other way; the % refers to the polarisation; also: potency is read from the fitted curve at half-maximal effect; % of control where 0% means no effect; many of its hits are not listed in these tables
# Giardia killer: kills Giardia lamblia; Giardia lamblia trophozoite viability; activity change, % at 7.66 µM, hits read low; 340,000 compounds, 0.15% hits; AID 540267; in the data active = activity change below about -80%; inconclusive = between about -30% and that limit;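 also: parasites exposed to compound for two days anaerobically before the ATP read; % is scaled to controls: 0 for no effect and ±100 for the full control effect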
#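 Luminescence from cellular ATP indicates surviving trophozoites (100 cells/well) following 48 hrs anaerobic compound treatment at 37 deg C; signal develops 15-30 min at room temperature.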
# KCNH2 3.1 block: blocks the human KCNH2 3.1 channel isoform; U2OS KCNH2 3.1, thallium flux FluxOr; hits give low values; 340,000 compounds, 0.95% hits; activity change, % (tested at about 1.8 µM);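 active = maximum activity change below -70%; inconclusive = maximum activity change from -70% to -50%; inactive = maximum activity change above -50%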;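 also: thallium influx rate constant from kinetic fluorescence after stimulation buffer; % is scaled to controls: 0 for no effect and ±100 for the full control effect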
#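 We transduce U2OS cells with the mutant 3.1 virus, culture them overnight, load FluxOr with Red40 quencher for 45 min, then add stimulation buffer and read kinetically for 2 min to derive a normalized rate constant.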
# TRPV1 ag: agonists of human vanilloid receptor 1 (TRPV1) | Q8NER1 | TRPV1-expressing cells, Fluo-8 calcium influx, agonist mode | activation, % at 8.33 µM | 320,000 compounds, 0.19% hits | AID 540275; in the data active = activation above about 80%; inconclusive = between about 30% and that limit; also: 0% is about no effect
# Target sequence (Q8NER1 whole entry, looked up): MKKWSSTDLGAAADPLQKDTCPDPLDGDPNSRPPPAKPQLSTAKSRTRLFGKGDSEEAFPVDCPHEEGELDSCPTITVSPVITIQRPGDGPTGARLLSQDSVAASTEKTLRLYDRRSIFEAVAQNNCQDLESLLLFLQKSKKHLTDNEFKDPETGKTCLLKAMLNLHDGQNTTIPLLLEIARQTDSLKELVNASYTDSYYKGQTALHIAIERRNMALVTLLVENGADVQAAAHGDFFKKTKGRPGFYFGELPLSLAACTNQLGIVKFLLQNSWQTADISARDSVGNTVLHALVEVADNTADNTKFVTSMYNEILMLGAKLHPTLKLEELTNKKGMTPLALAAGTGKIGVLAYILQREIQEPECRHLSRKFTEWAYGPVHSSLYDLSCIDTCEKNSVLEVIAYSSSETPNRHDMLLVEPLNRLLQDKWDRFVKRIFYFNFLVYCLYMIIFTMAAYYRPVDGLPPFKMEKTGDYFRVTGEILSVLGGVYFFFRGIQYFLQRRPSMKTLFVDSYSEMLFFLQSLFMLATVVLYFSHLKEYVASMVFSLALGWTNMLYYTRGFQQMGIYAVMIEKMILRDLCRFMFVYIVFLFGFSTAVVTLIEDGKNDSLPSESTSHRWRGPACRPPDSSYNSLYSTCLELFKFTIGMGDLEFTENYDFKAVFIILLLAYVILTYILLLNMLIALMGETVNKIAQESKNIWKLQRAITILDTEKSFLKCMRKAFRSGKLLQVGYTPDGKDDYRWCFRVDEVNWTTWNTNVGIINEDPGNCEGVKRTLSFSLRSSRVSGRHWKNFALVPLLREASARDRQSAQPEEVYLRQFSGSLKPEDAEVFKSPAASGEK
#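 Fluo-8 calcium influx in TRPV1-expressing cells, kinetic read (ex 480/em 520 nm). Compound added and read 3 min for agonist activity, followed by capsaicin at EC20 final and 2 min further read for enhancement.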
# PKM2 activator: increases activity of human pyruvate kinase M2; P14618; purified PKM2, Kinase-Glo ATP luminescence, activation; response scale: 0% is enzyme alone, no compound; Potency, µM (highest dose often 57.5 µM), inactives show at the highest dose activation, most hits filed as activators; 260,000 compounds, 0.34% hits; AID 1631; also: potency is read from the fitted curve at half-maximal effect; % is scaled to controls: 0 for no effect and ±100 for the full control effect; nearly all actives have a fitted effect of over 55% in size
#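 Purified hPK-M2 (>95%) run at intermediate activity with 0.1 mM ADP and 0.5 mM PEP in 50 mM imidazole pH 7.2, KCl, MgCl2; 1 h room temperature. ATP formed read by Kinase-Glo luminescence; normalized to uninhibited and no-enzyme controls.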
# Starred values were filed as active, the others as inactive; ? = inconclusive; · = no result given; & = joins results of further samples; ! = a repeat was not active; [ ] = remark or other dose. Unless noted, calls follow the shape of the dose curve; as a rule, active = well fitted curve in the direction sought with a large enough effect; inconclusive = small, poorly fitted or top-dose-only effect, or another doubt; inactive = no such curve, though single readings can be large; an effect the other way counts as inactive or inconclusive.
SMILES,USP2a block,Coupling enz,hERG WT inh,MLL CXXC-DNA inh,B2AR arrestin,GALK inhibitor,Menin MLL FP TR,Giardia killer,KCNH2 3.1 block,TRPV1 ag,PKM2 activator
Cc1ccc(-n2c(O)c(/C=N/N3CCOCC3)c(=O)[nH]c2=S)cc1,-4%,-1,-9,8%,-0.6%,-6%,-4%,5,6,4,-1%
Cn1c(C(=O)N2CCC3(CC2)OCCO3)cc2c(=O)n(C)c3ccccc3c21,2%,-2,8,19%,-0.2%,-2%,-24%,-4,5,0,-5%
Cn1c(O)c(C(=Nc2ccc(F)cc2)c2ccccc2)c(=O)n(C)c1=O,0%,0,-2,-9%,0.1%,-1%,·,32[activator],-38,3,-2%
COC(=O)C1=C(c2ccc(OC(F)(F)F)cc2)C[C@@H]2CC[C@H]1N2C(=O)N1CCC(C)CC1,-2%,·,22,·,0.2%,·,·,?,-15,?,·
CCc1ccccc1NC(=O)CNCc1ccccc1,2%,1,-3,-5%,-0.2%,12%,1%,13,-9,0,-2%
Cc1ccc(CN2C(=O)NC(=O)C3(Cc4c(nc5ccccn5c4=O)N4CCCCCC43)C2=O)cc1 (stereo not drawn),1%,0,-4,12%,-0.1%,-2%,-21%,-2,0,3,-3%
CCN(CC)C(=O)c1ccc(NC(=O)CNC(C)c2cccc3ccccc23)cc1 (stereo not drawn),-9%,-1,-10,8%,-0.1%,3%,-15%,-9,6,13,0%
COc1cc2c(cc1C=O)OCO2,0%,0,4,6%,-0.5%,0%,9%,0,4,-3,-6%
COc1ccc(NC(=O)c2cn(CCC#N)nc2-c2ccccc2)cc1,2%,2,4,-7%,-0.4%,-6%,16%,2,-9,-2,1%
COc1ccc(CCn2c(O)c(/C=N/N3CCCCC3)c(=O)[nH]c2=O)cc1OC,3%,-1,7,-6%,-2.0%,·,-13%,-6,-8,-3,4%
O=C(c1c[nH]c2ccc(S(=O)(=O)N3CCOCC3)cc2c1=O)N1CCC2(CC1)OCCO2,2%,3,0,-7%,0.7%,-1%,-10%,-15,-2,-2,-1%
CCOC(=O)C1CCN(/C=C2/C(=O)NC(=O)N(Cc3ccco3)C2=O)CC1,-2%,-1,-7,-1%,0.2%,2%,1%,-11,1,0,-15%
CC1C(C)N1CC(O)Cn1ccnc1[N+](=O)[O-] (stereo not drawn),5%,-1,4,?,3.0%,2%,15%,-18,0,-3,2%
Cc1ccccc1-n1c(-c2ccoc2)nc2ccccc2c1=O,1%,-5,8,-4%,0.5%,-2%,-14%,?,4,-6,-32%
Cc1c(N=Cc2c(O)n(CCc3ccccc3)c(=O)[nH]c2=O)c(=O)n(-c2ccccc2)n1C,3%,5,0,23%,-0.1%,-1%,10%,-23,-11,3,2%
CN(Cc1ccccc1)C1CCCN(C(=O)COc2ccccc2Cl)C1 (stereo not drawn),-1%,·,7,8%,0.0%,-7%,·,-10,-14,1,-7%
O=C(COc1ccc(Cl)cc1)N1CCN(C2CCCC2)CC1,1%,0,5,28%,-0.6%,-3%,·,7,-14,4,·
N=C1c2ccccc2CN1NC(=O)c1ccc(Cl)cc1,2%,·,-15,3%,0.3%,0%,12%,3,-10,-7,-2%
COC(=O)C1=C(c2ccc(F)cc2OCc2ccccc2)C[C@@H]2CC[C@H]1N2C(=O)NCc1ccc2c(c1)OCO2,4%,·,5,·,0.3%,·,·,-25,-29,?,·
CN1C(=O)C(=Cc2ccc(N3CCCCCC3)cc2)C(=O)N(C)C1=O,1%,1,-9,-14%,-0.8%,5%,·,-15,13,6,1%
CC(=NCc1cccnc1)c1c(O)n(-c2ccc(Cl)cc2)c(=O)[nH]c1=O,-1%,6,2,2%,2.0%,1%,·,24,-11,·,-5%
CN(C)C(=S)SSC(=S)N(C)C,2%,-45*!,13,-18%&-4%,?,1%,?,-85*,12,5,-60%
COC(=O)C1=C(c2c(C)noc2C)C[C@@H]2CC[C@H]1N2C(=O)N1CCC(O)(c2ccc(Cl)cc2)CC1,-1%,·,35,·,6.1%,·,·,-17,-11,2,·
COC(=O)C1=C(c2cccc3c2S(=O)(=O)c2ccccc2-3)C[C@@H]2CC[C@H]1N2C(=O)N1CCc2cc(OC)c(OC)cc2C1,0%,·,4,·,0.2%,·,·,7,-2,6,·
CC(C)CC(C)N (stereo not drawn),0%,·,-1,·,-0.9%,·,·,-3,8,3,·
CCOC(=O)C1(CCc2ccccc2)CCN(Cc2ccc3c(c2)OCCO3)CC1,0%,-1,-43,-7%,0.2%,1%,-15%,-23,-113*,2,1%
Cc1[nH]c2ccccc2c1C(=O)C(=O)N1CC2CC(C1)c1cccc(=O)n1C2 (stereo not drawn),2%,0,5,-5%,-0.1%,-1%,-5%,23,?,0,-34%
Cc1ccc2[nH]c(=S)n(-c3cccnc3)c(=O)c2c1,1%,0,4,-3%,-0.9%,4%,·,2,10,-3,2%
Cc1cc(S(=O)(=O)NC(C)C)ccc1OCC(=O)N1CCN(Cc2ccc3c(c2)OCO3)CC1,2%,6,-42,-4%,0.0%,1%,-2%,8,1,-1,-14%
O=C1NC(=O)N(Cc2ccccc2Cl)C(=O)/C1=C/N1CCOCC1,2%,5,-5,25%,0.2%,-2%,11%,-6,-1,1,-11%
Brc1ccc2c(c1)C(OC1CN3CCC1CC3)c1ccccc1CS2 (stereo not drawn),1%,-2,7,9%,0.1%,2%,?,-5,-30,2,0%
CCCC12CN3CN(C1)CC(CCC)(C3)C2O (stereo not drawn),0%,-3,-1,11%,-0.1%,4%,-1%,23,8,-2,0%
CC1CN(CCc2ccccc2)CC(C)O1 (stereo not drawn),0%,2,14,6%,-0.2%,3%,5%,-5,2,-1,-8%
CC1=C(C(=O)OC(C)C)[C@]2(C(=O)N(CC(N)=O)c3ccccc32)C(C#N)=C(N)O1,1%,-1,-11,1%,0.3%,-4%,-2%,6,-19,3,1%
O=c1[nH]c(=O)n(CCc2ccc(F)cc2)c(O)c1C=NCCCn1ccnc1,2%,3,-2,31%[activator],-0.4%,-1%,?,-13,-1,3,-4%
C[C@]12CC[C@H]3[C@@H](CCC4=CC(=O)CC[C@@]43O)[C@@H]1CCC2=O,4%,3,-9,5%,0.2%,7%,-1%,1,5,1,·
O=C1OC(c2ccc(Cl)cc2)=N/C1=C\N1CC2CC(C1)c1cccc(=O)n1C2 (stereo not drawn),2%,0,1,7%,-0.5%,-1%,·,-2,8,6,2%
Cc1ccc(/C=C2/C(=O)NC(=O)N(CCc3ccc(F)cc3)C2=O)o1,2%,5,6,?,-0.9%,-4%,26%,-13,10,2,?
CC(=O)c1ccc(OCC(=O)N2CCCC(N3CCN(c4ccccc4C)CC3)C2)cc1 (stereo not drawn),2%,·,2,2%,0.6%,3%,·,12,-24,10,-9%
CC(Cc1ccccc1)NCc1ccccc1O (stereo not drawn),-4%,2,3,0%,3.3%,4%,-3%,2,11,1,2%
C=C1CC[C@@]2(O)[C@H]3Cc4ccc(O)c5c4[C@@]2(CCN3CC2CC2)[C@H]1O5,2%,8,-2,12%&-7%,-1.2%,5%,-4%&0%,-7,7,2,-4%
COc1ccc(S(=O)(=O)NC(CC(=O)N2CCC3(CC2)OCCO3)C(C)C)cc1 (stereo not drawn),0%,0,1,2%,0.1%,3%,-10%,9,1,-9,-3%
COC(=O)C1C(O)C(C)C(O)C(C)/C=C\C=C(/C)C(=O)Nc2c(C)c(OC(C)=O)c3c(c2O)C(=O)C(C)=C2OCOC(=C23)/C(C)=C/C(C)(O)C(O)C(C)C1O (stereo not drawn),2%,-30*,11,-6%,5.3%,3%,19%,-2,-6,-4,-12%
COc1cc(C(=O)Nc2ccc(Br)cc2C(=O)c2ccccc2Cl)cc(OC)c1OC,2%,3,8,13%,-0.5%,1%,-14%,6,3,-1,-9%
CCOP(=O)(OCC)c1cccc(P(=O)(c2ccccc2)c2ccccc2)c1O,1%,-6,5,11%,0.4%,·,?,?,-7,2,·
CC1C(c2cccs2)=[N+]([O-])C(C)(C(=O)c2cccs2)N1O (stereo not drawn),-1%,0,1,2%,-0.4%,1%,3%,-5,31,-2,3%

# Assay outcomes: PubChem, National Center for Advancing Translational Sciences (NCATS)

# Not all compounds are listed; rates above refer to the full screens.
